# XiGFP reactiv – activators of inactive X chromosome reactivation, primary screen, imaging, XiGFP fibroblasts, GFP high-content imaging, set 2; XiGFP mouse fibroblasts, % GFP-positive cells imaging, 3 d; cells co-treated with 5-aza-dC sensitizer; scaled so ellipticine positive control = 100%; activation, % at 7.58 µM; 360,000 tested, 0.055% active; AID 743238, 2013;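 active = mean normalized replicate activation at least 10% and every replicate at or above 10%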;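 note: 0% = median of on-plate neutral control wells and 100% = ellipticine 6 µM median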
#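 Assay system – SV40-immortalized XiGFP fibroblast cells, line 68-5-11 · Buffer or medium – DMEM supplemented with 5-aza-dC as sensitizing agent · Dosing – one concentration, pinned · Benchmarks – positive control ellipticine, 6 µM final · Times – 3 days compound exposure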
# RAD54 branch – inhibitors of human RAD54 branch migration, primary screen, biochemical, fluorescence, single point; DNA repair and recombination protein RAD54-like (Homo sapiens), Q92698; RAD54 Holliday junction branch migration, FAM/BHQ fluorescence; inhibition, % at 10.4 µM; 360,000 tested, 0.14% active;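 active = mean normalized replicate activity at least 40 and at least half of replicates scoring 40 or more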;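 note: 0% = median of neutral control wells and 100% = median of positive control wells; inhibitors cause a drop in the FAM fluorescence signal; in these data hits start at about 50%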
# F508del corr – F508del CFTR correction, initial screen, CFBE line, single point | activity (quench increase), % at 7.58 µM | CFBE cells, YFP halide quenching; stimulated with forskolin plus potentiator P3; % fluorescence drop versus neutral controls | 350,000 tested, 0.36% active;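 active = mean added fluorescence quench of at least 8% versus neutral control, with both replicates also reaching 8%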;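 note: cells transiently co-express mutant CFTR-F508del with the halide-sensitive YFP; corrector assay measuring rescue of mutant channel to the surface after 24 h compound exposure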
# GSIS activator – GLuc luminescence reporter in INS-1E cells, primary screen for activators of glucose-dependent secretion of insulin | INS-1E GLuc reporter insulin secretion, 2-3 h | activation, % at 16.6 µM | 370,000 tested, 0.61% active | AID 743287, 2014;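 active = lowest replicate activation of at least 40%, so every replicate reaches that level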;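 note: 0% = median of neutral control wells and 100% = median of IBMX positive control wells; some compounds called inactive have numbers as strong as hits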
# esBAF inh – Bmi1 luciferase reporter increase in mESCs, primary screen, esBAF inhibitor project, mouse ES cells, Bmi1 luciferase knock-in, single point; reporter increase, % at 12.5 µM; 24 h; 100% = twice the neutral-well signal; 350,000 tested, 2% active; in the data active = activation above about 40%;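 note: 0% = median of the plate's neutral control wells and 100% = double that signal; a rise in the Bmi1 reporter signal indicates esBAF inhibition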
# ERAP1 inh – human ERAP1 aminopeptidase inhibitors, primary screen, biochemical, single point, plate reader | Endoplasmic reticulum aminopeptidase 1 (Homo sapiens), Q9NZ08 | recombinant ERAP1, Leu-AMC fluorescence, 60 min | inhibition, % at 10.7 µM | 340,000 tested, 0.15% active;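 active = mean replicate inhibition of at least 30%, or all replicates individually reaching that 30% level; inactive = mean below 30% and not every replicate reaching it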;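 note: 0% = neutral control wells and 100% = L-leucinethiol positive control wells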
# ARNT TACC3 PPI – disruptors of ARNT/TACC3 protein interaction, primary screen, biochemical, AlphaScreen, single concentration; AID 623870, 2012; Transforming acidic coiled-coil-containing protein 3 (Homo sapiens), Q9Y6A5; AlphaScreen His-ARNT PAS-B/GST-TACC3 binding, luminescence; TACC3 fragment carries E629A point mutation; 390,000 tested, 0.66% active; inhibition, % at 9.99 µM;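 active = mean inhibition of replicates at least 50% and at least half of replicates each reaching 50%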;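 note: 0% = complete ARNT plus TACC3 wells and 100% = ARNT alone without TACC3; many hits fall short of the cut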
# RAD52 inh – RAD52 DNA annealing inhibitors, primary screen, biochemical, FRET, single point, set 2. DNA repair protein RAD52 homolog (Homo sapiens), P43351. recombinant RAD52 DNA annealing, FRET fluorescence. inhibition, % at 18.7 µM. 360,000 tested, 0.46% active;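 active = every replicate showing at least 50% inhibition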
# Target sequence (P43351 whole entry, looked up): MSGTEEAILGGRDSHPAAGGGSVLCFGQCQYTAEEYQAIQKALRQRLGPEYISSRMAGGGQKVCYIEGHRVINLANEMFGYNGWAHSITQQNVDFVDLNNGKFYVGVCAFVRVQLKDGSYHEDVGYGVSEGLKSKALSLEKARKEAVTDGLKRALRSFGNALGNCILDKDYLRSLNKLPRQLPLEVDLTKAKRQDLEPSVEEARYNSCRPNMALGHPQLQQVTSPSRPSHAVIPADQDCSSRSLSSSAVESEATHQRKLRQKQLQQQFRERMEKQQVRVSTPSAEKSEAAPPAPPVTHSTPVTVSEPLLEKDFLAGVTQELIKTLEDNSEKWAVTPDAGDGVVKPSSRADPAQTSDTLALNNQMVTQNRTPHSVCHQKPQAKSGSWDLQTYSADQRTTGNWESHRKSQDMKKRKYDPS
# * hit, by the source's call; x = not tested or not shown; & = joins results of further samples.
SMILES,XiGFP reactiv,RAD54 branch,F508del corr,GSIS activator,esBAF inh,ERAP1 inh,ARNT TACC3 PPI,RAD52 inh
Cc1cc(C)c(NC(=O)/C(C#N)=C/c2ccc(OCc3ccc(F)cc3)cc2)c(C)c1,0.0,3,4.2,11,35,1,-4,-14
Cc1ccc(NC(=O)c2cnccn2)c(OC(F)F)c1,x,-1,x,11,-5,x,-9,x
COc1cc(NC(=S)N2CCN(CCO)CC2)cc(OC)c1,0.2,-5,-3.2,-8,8,1,-10,-11
COc1ccccc1/C=C(/NC(=O)c1ccc(Cl)cc1Cl)C(=O)O,0.0,x,0.1,3,x,4,-19,-18
COCC(=O)N1CC(=O)N2[C@H](C1)[C@@H](c1ccc(-c3ccccc3F)cc1)[C@@H]2CO,0.1,x,-1.5,-15,x,2,x,-4
C[C@@H]1CCCCO[C@@H](CN(C)C(=O)Cc2ccccc2)[C@H](C)CN([C@H](C)CO)C(=O)c2cc(NS(=O)(=O)c3ccc(F)cc3)ccc2O1,-1.0,-16,4.0,-21,6,x,2,x
CC(C)CCN1C(=O)c2ccccc2C1c1nnnn1C(C)C (centres undefined),0.0,x,-1.1,20,x,x,x,-9
CCC(C)N(C(=O)COC(=O)c1nc2nc(C)cc(C)n2n1)C1CCS(=O)(=O)C1 (centres undefined),0.9,-2,2.2,23,-4,88*,x,-8
CC1(C)Cc2c(c(N3CCCC3)nc3sc4c(N5CCN(CCO)CC5)ncnc4c23)CO1,x,25,3.5,27,-5,4,12,58*
CCCCNC(=O)C1CCN(S(=O)(=O)N2CCCCCC2)CC1,0.1,11,x,23,x,x,0,x
C/C=C/c1ccc([C@@H]2[C@@H](CO)N(C(C)=O)[C@@H]2CNC(=O)CC2CC2)cc1,0.0,-1,0.8,12,-1,-2,-4,-37
O=C(NCc1ccc(F)cc1)c1ccccc1OCc1ccccc1,-0.1,-1,x,-4,-10,-2,0,7
COc1ccc(-n2c(=O)c3c4c(sc3n(CC(=O)Nc3cc(C)[nH]n3)c2=O)CCC4)c(OC)c1,-0.2,x,-0.8,-30,-4,-2,28,-18
Cc1ccc(CS(=O)(=O)Cc2ccc(C(=O)NCC3CCCO3)o2)cc1 (centres undefined),x,1,x,6,-6,x,-3,x
CCCCC1Cc2[nH]c(=S)[nH]c(=O)c2C(c2ccc(C(C)C)cc2)O1 (centres undefined),0.0,x,0.7,-6,x,x,x,-14
O=C1C2C3C=CC(C3)C2C(=O)N1c1ccc(N2CCN(c3ccccn3)CC2)c([N+](=O)[O-])c1 (centres undefined),-0.2,-1,-4.7,-34,-5,-3,3,-5
COc1ccc(N2C(S)=C(C#N)C(=O)NC23CCCCC3)cc1,0.0,x,-0.8,-32,x,2,0,5
C[C@@H]1CCCCO[C@@H](CN(C)Cc2ccc(C(F)(F)F)cc2)[C@@H](C)CN([C@H](C)CO)C(=O)c2cc(NC(=O)CCC(F)(F)F)ccc2O1,-1.0,2,0.1,-22,-3,0,-7,-14
O=C1C2C3C=CC(CC3)C2C(=O)N1c1ccc(Br)cc1 (centres undefined),0.0,-5,-1.3,2,7,-3,x,3
N=c1c2c3c(sc2ncn1CCCO)CCCC3,x,-4,x,6,4,x,1,x
CCN(CC)S(=O)(=O)c1cccc(NC(=O)c2ccc(Sc3nncn3C)c([N+](=O)[O-])c2)c1,0.0,4,1.2,-2,-9,0,-2,-12
COc1ccc(/C=C/C(=O)OCC(=O)N2CCc3ccccc32)cc1,0.2,-1,0.5,14,-3,1,x,-12
CCCn1c(SCC(=O)N(CC)c2c(N)n(Cc3ccccc3)c(=O)[nH]c2=O)nnc1-c1ccncc1,0.1,-14,-1.4,x,-6,-2,-13,-17
CC(CCN1CCN(c2ccccc2)CC1)c1ccccc1 (centres undefined),0.0,-5,3.6,-2,1,4,22,0
COc1cccc2cc(C(=O)C3=C(O)C(=O)N(CCN4CCOCC4)C3c3ccc(C(C)(C)C)cc3)oc12 (centres undefined),0.1,-6,-2.0,-28,9,-1,2,-14

# The final 2 entries of the part before lead into the next.
SMILES,XiGFP reactiv,RAD54 branch,F508del corr,GSIS activator,esBAF inh,ERAP1 inh,ARNT TACC3 PPI,RAD52 inh
CC(CCN1CCN(c2ccccc2)CC1)c1ccccc1 (centres undefined),0.0,-5,3.6,-2,1,4,22,0
COc1cccc2cc(C(=O)C3=C(O)C(=O)N(CCN4CCOCC4)C3c3ccc(C(C)(C)C)cc3)oc12 (centres undefined),0.1,-6,-2.0,-28,9,-1,2,-14
COC(=O)C[N+](C)(C)CC#Cc1ccccc1,0.3,x,x,3,x,2,-5,-12
CCCOc1ccc(/C=N/NC(=O)c2c(-c3ccccc3)noc2C)cc1OC,0.4,2,-4.6,x,7,0,27,-10
COCC(=O)Nc1ccc2c(c1)[C@H]1C[C@H](CC(=O)NC3CCCC3)O[C@@H](CO)[C@H]1O2,0.3,0,-3.4,16,-6,1,2,-7
CNc1ccccc1C(C)(C)c1cc(-c2ccc(F)cc2)no1,0.4,4,x,-19,x,x,-6,x
C[C@@H]1CCCCO[C@H](CN(C)C(=O)Nc2ccccc2)[C@H](C)CN([C@H](C)CO)C(=O)c2cc(NC(=O)Nc3ccccc3)ccc2O1,0.3,-3,2.7,-8,10,1,-4,-19
CC1CCCCN1CCCNC(=O)CN1C(=O)CSc2ccc(S(=O)(=O)N3CCOCC3)cc21 (centres undefined),0.1,11,-0.8,3,0,1,-3,-20
CN1CCCCN2[C@H](C1)[C@@H](c1ccc(C#Cc3ccccc3F)cc1)[C@@H]2CO,0.2,11,-2.9,-2,-4,2,8,65*
O=C(Nc1cccc(S(=O)(=O)NC2=NCCC2)c1)c1ccc(F)cc1,0.0,-4,-1.2,-9,4,-1,0,-14
Cc1cc2c(=O)cc(-c3ccccc3)oc2c(C(=O)O)c1C,0.0,x,2.1,7,x,-2,x,-6
C[C@H]1CN([C@@H](C)CO)C(=O)c2cc(N(C)C)ccc2O[C@@H]1CN(C)Cc1ccccc1,-0.9,-14,0.8,18,-1,-1,-6,0
CCc1c(C2(O)CCCCC2)[nH]c2ccc(C(F)(F)F)cc12,0.1,2,4.8,-8,2,0,-8,-12
Cc1ccc(C)c(CN2CCC(n3nccc3NC(=O)CCCc3ccccc3)CC2)c1,0.3,-2,2.1,-16,-10,2,9,0
C/C(CC1CC(C)OC1=O)=N\NC(N)=S (centres undefined),0.0,x,4.1,8,x,2,5,-9
O=C(N/N=C/C=N/NC(=O)c1ccco1)c1ccco1,0.3,-6,-1.3,18,-7,0,-2,-25
O=C(COc1ccccc1)N1CCN(c2ncccn2)CC1,0.0,x,0.0,-2,x,-3,8,-7
C[C@@H]1CN([C@H](C)CO)C(=O)c2cc(NS(=O)(=O)c3cccs3)ccc2O[C@H]1CN(C)Cc1ccc(C(F)(F)F)cc1,-0.1,4,-2.0,-28,1,1,11,-9
CC(C)OCCCN1CN(S(=O)(=O)c2ccc(Cl)cc2)c2nc3ccccc3nc21,x,-12,x,-30,28,0,3,-32
COc1ccc(CC(=O)NNC(=S)NCC2CC2)cc1OC,-0.1,-3,2.9,2,-4,-3,-4,-8
CN(CC(=O)Nc1ccc(SC(F)F)cc1)C1CCCCC1,0.1,x,-0.4,-8,x,2,0,-11
NC(=O)c1ccsc1NC(=O)c1ccc([N+](=O)[O-])o1,0.6,-2,-11,30,10,3,13,-28
CN(C)CCNC(=O)/C(=N\O)c1ccccn1,0.0,x,x,9,-11,11,4,-8
CN(Cc1ccccc1)C(=O)c1cnc(Cc2c[nH]c3ccccc23)c(I)c1,0.0,-12,-1.7,13,13,x,x,-12
O=C(O)C1(c2ccccc2)CCN(S(=O)(=O)c2cccs2)CC1,0.0,-3,3.7,1,2,-1,3,-21
COc1ccccc1C#Cc1ccc([C@@H]2[C@H](C#N)N(C(=O)C3CCCCC3)[C@H]2CO)cc1,0.0,x,-0.6,6,x,1,x,-4
O=C(O)CCC(=O)N1CCc2cc(S(=O)(=O)N3CC=C(c4ccccc4)CC3)ccc21,0.0,-24,-1.0,x,-7,-7,4,-22

# (next part)
SMILES,XiGFP reactiv,RAD54 branch,F508del corr,GSIS activator,esBAF inh,ERAP1 inh,ARNT TACC3 PPI,RAD52 inh
NC(=O)C1CCN(C(=O)CCC(=O)c2ccc(Br)cc2)CC1,0.0,0,-0.9,x,-12,3,-11,-9
COC(=O)c1cc(NC(=O)CC2CCCC2)cc(C(=O)OC)c1,0.1,-1,-0.1,5,-4,3,-5,-7
O=C(C[C@H]1C[C@@H]2c3cc(NC(=O)Nc4ccccc4F)ccc3O[C@@H]2[C@H](CO)O1)NCC1CC1,0.2,1,-2.8,-4,1,x,3,-12
CCOC(=O)N1CCN(c2ccc(C(F)(F)F)cn2)CC1,-0.1,-8,-0.3,17,0,4,2,-11
CC1(c2ccc3ccccc3c2)NC(=O)N(CC(=O)O)C1=O (centres undefined),-0.1,x,-1.3,24,-4,16,-20,-15
Clc1ccccc1N=C1SCCS1,-0.1,-3,-1.6,-3,1,0,x,10
C=CCn1c(SCC(=O)N(CC)C2CCS(=O)(=O)C2)nnc1-c1ccccc1 (centres undefined),0.0,3,-3.2,-1,-9,1,x,-13
CCC[C@@H](CN1CCC[C@H]1CN1C(N)=NC[C@H]1CC(C)C)N1C[C@@H]([C@H](C)CC)N(CCCC2CCCC2)C1=N,0.2,24,0.2,x,-5,-2,6,43
CC(C)N(C(=O)[C@H]1CC(CC(=O)NCc2cccc(C(F)(F)F)c2)C(=O)N2CCc3c([nH]c4ccccc34)[C@]12C)C(C)C (some centres undefined),0.2,-1,2.0,-10,0,2,0,-16
N#C[C@H]1[C@H](c2ccccc2-c2ccc(F)cc2)[C@@H](CO)N1C(=O)Cc1cccnc1,0.1,x,2.8,1,x,0,x,-14
Cc1noc(C)c1S(=O)(=O)N(C)C[C@H]1Oc2ccc(NC(=O)CCC(F)(F)F)cc2CC(=O)N([C@H](C)CO)C[C@@H]1C,0.0,-5,0.0,-3,-3,-1,-1,5
CC12CC(O)C3c4ccc(O)cc4CCC3C1CCC2=O (centres undefined),0.5,-3,-3.9,23,-6,-2,1,-24
CC(C)C(=O)N1CCC1(C)C(=O)NS(=O)(=O)c1cccs1 (centres undefined),0.0,-13,-0.8,11,-1,15,x,-7
CN(C)CC(C)(C)CNS(=O)(=O)c1ccc(Cl)c(Cl)c1,0.0,5,-2.2,6,-1,-1,-4&-18,4
N#Cc1ccc(CSc2nc(N)cc(=O)[nH]2)cc1,0.0,-6,0.2,7,2,-1,-7,-7
CCOC(=O)/C(=N\NC(=O)c1ccccc1)c1ccccc1,x,4,x,8,11,-2,2,-4
Cc1ccc(C(C)C)c(OCC(=O)NN=C2CCCC2)c1,0.0,x,-4.7,-28,x,-4,11,-9

# An excerpt from above in order of their number in esBAF inh, highest first:
Compound | esBAF inh
CC(C)N(C(=O)[C@H]1CC(CC(=O)NCc2cccc(C(F)(F)F)c2)C(=O)N2CCc3c([nH]c4ccccc34)[C@]12C)C(C)C (some centres undefined) | 0
CCC[C@@H](CN1CCC[C@H]1CN1C(N)=NC[C@H]1CC(C)C)N1C[C@@H]([C@H](C)CC)N(CCCC2CCCC2)C1=N | -5
NC(=O)C1CCN(C(=O)CCC(=O)c2ccc(Br)cc2)CC1 | -12

# Source: PubChem BioAssay

# Hits appear at their usual frequency; 3.3% or so of the library scored in one or more.
